Screening results deposited in PubChem BioAssay by The Scripps Research Institute Molecular Screening Center.
LEDGF integ inh – blocks HIV-1 LEDGF/p75-dependent DNA integration; TR-FRET IN-LEDGF/p75 DNA integration, Eu/Cy5; inhibition, % at 3.7 µM; 0.64% of 370,000 active; AID 743269;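 active = inhibition above the screen-wide mean plus 3 SD, cut at about 13% in these data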;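 note: signal is the Cy5 over europium emission ratio at 671 and 618 nm; 0% = plate median of compound wells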
DDE Tn6 FP inh – inhibitors of Tn6 peptide binding to human fibrin DD(E). AID 720509. Fibrin DD(E) TRITC-Tn6 fluorescence polarization displacement. inhibition, % at 8.3 µM. 0.21% of 370,000 active;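 active = inhibition above a per-campaign cutoff: mean of compounds within control limits plus 3 SD, cut at about 15% in these data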;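 note: 0% = median of all compound wells on the plate and 100% = blocking peptide control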
Target sequence (P02675 whole entry, looked up): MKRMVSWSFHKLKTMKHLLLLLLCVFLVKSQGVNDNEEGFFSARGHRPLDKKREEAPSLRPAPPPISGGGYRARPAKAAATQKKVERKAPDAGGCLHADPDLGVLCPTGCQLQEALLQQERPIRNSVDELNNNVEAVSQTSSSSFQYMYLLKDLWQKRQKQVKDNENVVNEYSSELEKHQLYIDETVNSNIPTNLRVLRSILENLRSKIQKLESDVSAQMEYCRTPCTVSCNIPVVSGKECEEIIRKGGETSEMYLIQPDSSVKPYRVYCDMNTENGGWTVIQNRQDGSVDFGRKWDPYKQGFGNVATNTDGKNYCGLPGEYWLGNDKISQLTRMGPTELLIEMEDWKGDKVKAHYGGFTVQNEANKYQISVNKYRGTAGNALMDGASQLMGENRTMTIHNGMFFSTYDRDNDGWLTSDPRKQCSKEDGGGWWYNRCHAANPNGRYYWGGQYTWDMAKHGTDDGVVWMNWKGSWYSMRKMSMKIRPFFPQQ
DDE Tn7 FP inh – DD(E)-Tn7 binding inhibition, primary FP screen | inhibition, % at 8.3 µM | FP displacement of FITC-Tn7 peptide from fibrin DD(E); 0% = median of compound wells per plate | 0.13% of 370,000 active;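 active = inhibition above the mean of compounds falling within the control limits plus 3 SD of them, cut at about 14% in these data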;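 note: 0% = plate median of compound wells and 100% = 10 µM Aha-Tn7 peptide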
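System: human fibrin DD(E); quantity: Fibrin-DD(E) at 2 µM final; also added: fluorescent Tn7 probe at 0.1 µM; compound dosing: single nominal test concentration of 8.3 µM per compound; schedule: 10 min preincubation, 3 h with tracer, room temperature; detection: fluorescence polarization of the labelled Tn7 tracer; repeats: one replicate per compound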
SIAE inh – human SIAE inhibition, primary screen | Q9HAT2 | SIAE FP-Rh probe binding, fluorescence polarization | inhibition, % at 9.66 µM | 0.69% of 370,000 active;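 active = inhibition above a cutoff: mean of compounds within the control limits plus 3 SD of those, cut at about 17% in these data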;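 note: 0% = plate median of compound wells and 100% = probe without SIAE protein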
MBD2 DNA inh – MBD2-methylated oligo binding inhibition | Q9UBB5 | 0.31% of 370,000 active | inhibition, % at 4.4 µM | AID 686964 | TR-FRET, MBD2 binding to methylated oligonucleotide; in the data active = inhibition above about 13%
UHRF1 MBD2 ctr – UHRF1 methyl-DNA binding inhibition. inhibition, % at 4.4 µM. 0.75% of 370,000 active. Q96T88. AID 687016. UHRF1 binding to methylated oligo, TR-FRET; in the data active = inhibition above about 21%;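 note: UHRF1 SRA domain binding a hemimethylated CpG hairpin DNA probe; 0% = median of test compound wells and 100% = reference inhibitor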
TDP2 inh – TDP2 (human) inhibition, absorbance primary screen. O95551. recombinant TDP2, T5PNP hydrolysis, p-nitrophenol absorbance 415 nm. inhibition, % at 12.8 µM. 0.34% of 370,000 active. AID 720702;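 active = inhibition above the mean of all tested compounds plus 3 SD, set per campaign, cut at about 25% in these data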;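 note: 0% = DMSO with enzyme and 100% = buffer with substrate but no TDP2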
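Assay system: Recombinant human TDP2 | Quantity: 120 nM TDP2 per well | Incubation: 2 h at 37 °C | Signal: Epi absorbance | Evaluation: Percent inhibition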
TCR CD3 inh – human TCR-CD3 binding inhibition; TAMRA-labeled TCR probe fluorescence, biochemical; inhibition, % at 9.4 µM; 0.37% of 360,000 active; AID 651800; in the data active = inhibition above about 19%;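 note: recombinant mutant TCR 2C K166C tagged with TAMRA read by polarization; 0% = receptor in buffer alone and 100% = receptor with positive control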
KLK7 zymogen act – activates the human kallikrein-7 zymogen; P49862; purified proKLK7, EDANS-DABCYL substrate fluorescence; 100% is mature enzyme control, 0% vehicle; activation, % at 7 µM; 0.9% of 370,000 active; AID 652039;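 active = activation above the mean of all tested compounds plus 3 SD, computed per campaign excluding outliers beyond control limits, cut at about 13% in these data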
Target sequence (P49862 whole entry, looked up): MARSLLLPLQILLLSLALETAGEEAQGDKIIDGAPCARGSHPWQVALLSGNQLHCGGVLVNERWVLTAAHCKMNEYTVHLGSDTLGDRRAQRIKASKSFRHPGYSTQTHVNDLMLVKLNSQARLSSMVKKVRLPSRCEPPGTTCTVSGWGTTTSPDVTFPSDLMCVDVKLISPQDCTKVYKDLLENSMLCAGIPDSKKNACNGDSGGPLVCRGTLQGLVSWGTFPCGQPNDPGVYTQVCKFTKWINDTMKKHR
PRMT1 inh – inhibitors of human PRMT1. Q99873. recombinant PRMT1, activity-based probe fluorescence polarization. inhibition, % at 2.79 µM. 1.3% of 370,000 active;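 active = inhibition above about 21% made by adding two undisclosed values, limit read from the data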
* marks the source's active call; other numbers are inactive results; & = joins results of further samples.

Sequence of screens – LEDGF integ inh	DDE Tn6 FP inh	DDE Tn7 FP inh	SIAE inh	MBD2 DNA inh	UHRF1 MBD2 ctr	TDP2 inh	TCR CD3 inh	KLK7 zymogen act	PRMT1 inh
> CCc1c2c(nc3ccc(OC(=O)N4CCC(N5CCCCC5)CC4)cc13)-c1cc3c(c(=O)n1C2)COC(=O)[C@]3(O)CC
 : -1	7	1	-1	-9	-6	2	0	63*	0
> CC(=O)Nc1ccccc1
 : 1	1	-6	-2	2	0	3	4	0.0	-3
> COc1c(O)cc2c(c1O)[C@@H]1OC(CO)C(O)C(O)[C@H]1OC2=O (stereo not given in full)
 : -1	-1	3	3	2	5	-4	-3	0.1	-5
> COC(=O)C1=CO[C@@H](OC2OC(CO)C(O)C(O)C2O)[C@@H]2[C@@H](C)[C@@H](O)C[C@H]12 (stereo not given in full)
 : -1	2	2	-2	-4	0	1	8	0.1	2
> CC(C)(CO)C(O)C(=O)NCCCO (stereo not given)
 : -7	0	-1	-1	-2	3	3	2	-0.3	4
> COc1ccc(-n2[nH]c3c(cnc4ccccc43)c2=O)cc1
 : -3	4	-8	6	-3	-3	-4	-5	-0.3	7
> Nc1ncnc2nc[nH]c12
 : -2&-1&-3	-1&0&4	5&8&0	2&-5&4	-3&3&3	-1&-2&0	6&7&-2	1&-1&-2	-0.2&0.5&0.2	-2&1&2
> CC12CCC(=O)C=C1CCC1C2CCC2(C)C1CC[C@]2(O)C(=O)CO (stereo not given in full)
 : 0	5	7	8	6	-1	-4	-7	0.7	3
> O=C(O)/C=C/c1ccc(O)cc1
 : 0	-1	-5	-3	2	1	-2	10	-0.6	0
> Cc1cccc2c1NC(=O)/C2=C\C(=O)c1cccs1
 : -1	-3	-3	5	-7	3	0	6	-0.3	2

The list goes on.
Sequence of screens – LEDGF integ inh	DDE Tn6 FP inh	DDE Tn7 FP inh	SIAE inh	MBD2 DNA inh	UHRF1 MBD2 ctr	TDP2 inh	TCR CD3 inh	KLK7 zymogen act	PRMT1 inh
> CNc1c2c(nn1C)CCCC2
 : 1&-5	2&-2	1&-3	-4&9	2&4	2&0	6&-1	-5&-6	0.5&-0.4	-2&2
> C/C=C(/C)C(=O)OC1c2c(ccc3ccc(=O)oc23)OC(C)(C)C1OC(=O)/C(C)=C\C (stereo not given)
 : -2	5	3	-2	2	-1	1	13	-0.5	1
> O=C(Nc1ccc(C(=O)O)c(O)c1)c1ccccc1
 : 2	3	-1	3	-1	0	-4	6	0.1	0
> CN(C)CCOc1ccccc1Cc1ccccc1
 : 2	3	3	2	-2	-1	-4	7	-0.3	-3
> COc1ccc2ccc(=O)oc2c1
 : -4	9	3	-1	1	0	0	-9	-0.7	3
> Nc1c2c(nc3ccccc13)CCCC2O (stereo not given)
 : 1	1	-1	0	0	-1	-1	-9	-0.3	0
> COc1c(O)cc2c(c1O)[C@@H]1O[C@H](CO)[C@@H](O)[C@H](O)C1OC2=O (stereo not given in full)
 : 3	9	-1	-4	5	3	-16	7	0.2	-5
> CCCOC(=O)c1ccc(O)cc1
 : -2	0	4	0	1	0	1	1	-1.1	5
> COc1cc2nc(N3CCN(C(=O)[C@H]4COc5ccccc5O4)CC3)nc(N)c2cc1OC
 : 0	1	0	3	1	0	-3	3	1.7	0
> COc1ccc2nc(NC(=O)Nc3ccccc3)sc2c1
 : -1	-3	2	-4	5	-1	-5	4	-0.2	-1

Next records
Sequence of screens – LEDGF integ inh	DDE Tn6 FP inh	DDE Tn7 FP inh	SIAE inh	MBD2 DNA inh	UHRF1 MBD2 ctr	TDP2 inh	TCR CD3 inh	KLK7 zymogen act	PRMT1 inh
> Cc1cc(C)cc(OCC2CNC(=O)O2)c1 (stereo not given)
 : 1	-1	-2	-2	4	-1	-1	-1	0.3	0
> CCn1cc(C(=O)O)c(=O)c2cc(F)c(N3CCNCC3)nc21
 : -2	10	0	4	-1	-1	-1	3	0.4	-4
> COc1ccc(/C=N/NC(=O)c2ccncc2)cc1OC
 : 1	0	-1	0	4	0	16	3	0.0	-2
> O=c1cc(-c2ccc(O)cc2)oc2cc(O[C@@H]3O[C@H](CO)[C@@H](O)[C@H](O)[C@H]3O[C@@H]3OC[C@](O)(CO)[C@H]3O)cc(O)c12
 : 2	-6	6	-1	4	-6	10	7	-1.0	1
> Cc1[nH]c2ccccc2c1/C=N/NC(N)=S
 : -6	-2	-4	7	0	0	1	-6	0.3	7

14 structures out of the list, sorted by number of heavy atoms, smallest number first.
Sequence of screens – LEDGF integ inh	DDE Tn6 FP inh	DDE Tn7 FP inh	SIAE inh	MBD2 DNA inh	UHRF1 MBD2 ctr	TDP2 inh	TCR CD3 inh	KLK7 zymogen act	PRMT1 inh
> CC(=O)Nc1ccccc1
 : 1	1	-6	-2	2	0	3	4	0.0	-3
> O=C(O)/C=C/c1ccc(O)cc1
 : 0	-1	-5	-3	2	1	-2	10	-0.6	0
> CCCOC(=O)c1ccc(O)cc1
 : -2	0	4	0	1	0	1	1	-1.1	5
> CC(C)(CO)C(O)C(=O)NCCCO (stereo not given)
 : -7	0	-1	-1	-2	3	3	2	-0.3	4
> Cc1[nH]c2ccccc2c1/C=N/NC(N)=S
 : -6	-2	-4	7	0	0	1	-6	0.3	7
> O=C(Nc1ccc(C(=O)O)c(O)c1)c1ccccc1
 : 2	3	-1	3	-1	0	-4	6	0.1	0
> COc1ccc(/C=N/NC(=O)c2ccncc2)cc1OC
 : 1	0	-1	0	4	0	16	3	0.0	-2
> COc1ccc(-n2[nH]c3c(cnc4ccccc43)c2=O)cc1
 : -3	4	-8	6	-3	-3	-4	-5	-0.3	7
> COc1c(O)cc2c(c1O)[C@@H]1OC(CO)C(O)C(O)[C@H]1OC2=O (stereo not given in full)
 : -1	-1	3	3	2	5	-4	-3	0.1	-5
> CC12CCC(=O)C=C1CCC1C2CCC2(C)C1CC[C@]2(O)C(=O)CO (stereo not given in full)
 : 0	5	7	8	6	-1	-4	-7	0.7	3
> COC(=O)C1=CO[C@@H](OC2OC(CO)C(O)C(O)C2O)[C@@H]2[C@@H](C)[C@@H](O)C[C@H]12 (stereo not given in full)
 : -1	2	2	-2	-4	0	1	8	0.1	2
> C/C=C(/C)C(=O)OC1c2c(ccc3ccc(=O)oc23)OC(C)(C)C1OC(=O)/C(C)=C\C (stereo not given)
 : -2	5	3	-2	2	-1	1	13	-0.5	1
> COc1cc2nc(N3CCN(C(=O)[C@H]4COc5ccccc5O4)CC3)nc(N)c2cc1OC
 : 0	1	0	3	1	0	-3	3	1.7	0
> CCc1c2c(nc3ccc(OC(=O)N4CCC(N5CCCCC5)CC4)cc13)-c1cc3c(c(=O)n1C2)COC(=O)[C@]3(O)CC
 : -1	7	1	-1	-9	-6	2	0	63*	0

These rows are one share of the data. The share of hits here may be higher or lower than overall.
